ELG1 DNA repair: inhibitors of ELG1-dependent DNA repair in HEK293T cells | HEK293T ELG1-luciferase reporter, luminescence, 16 h; DNA damage induced by 5-fluorouridine | Potency, µM (titrated, usually from 46.1 µM), inactives show at the highest dose activity change, negative = inhibition, hits mostly inhibitors | hit rate 2.3% among 330,000; note: potency is the fitted concentration of half-maximal effect; % is set by controls: 0 for no effect and ±100 for the full control effect; nearly all actives have a fitted effect of over 55% in size
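Step one: seed 2,000 cells per well. Step two: pin-transfer compound or DMSO alongside 5-fluorouridine. Step three: incubate 16 hr, 37 °C, 5% CO2. Step four: add ONE-Glo, wait 30 min, read luminescence.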
a7 integrin act: activates integrin-mediated alleviation for muscular dystrophy; alpha7betagal myoblasts, beta-gal FDG fluorescence, 48 h; AID 624291; Potency, µM (top dose mostly 38.3 µM), for the others: at the top dose activation, usual class: activators; hit rate 0.064% among 350,000;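 note: potency is the fitted concentration of half-maximal effect; 100% = response of the positive control SU9516; nearly all actives have a fitted effect of over 60% in size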
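Alpha7betagal+/- myoblasts (passage 13) were plated 16-24 hr, then exposed to compounds (1:260 dilution of DMSO stock) for 48 hours at 37C. After MPER lysis, β-galactosidase reporter activity was read as FDG fluorescence (ex 480/em 540) after 30 minutes.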
TRPV1 ag: agonists of human vanilloid receptor 1 (TRPV1); Q8NER1; TRPV1-expressing cells, Fluo-8 calcium influx, agonist mode; activation, % at 8.33 µM; hit rate 0.19% among 320,000; in the data active = activation above about 80%; inconclusive = between about 30% and that limit; note: 0% is about no effect
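Fluo-8 calcium influx in TRPV1-expressing cells, kinetic read (ex 480/em 520 nm). Compound added and read 3 min for agonist activity, followed by capsaicin at EC20 final and 2 min further read for enhancement.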
B2AR arrestin: recruits beta-arrestin to the human beta2-adrenergic receptor; P07550; beta-arrestin recruitment to beta2AR, cell-based reporter; Potency, µM (doses to about 46.1 µM), for the others: at the top dose activation, most hits filed as activators; hit rate 0.02% among 330,000; AID 492947;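 note: potency is the fitted concentration of half-maximal effect; 0% = DMSO controls and full agonism = EC100 isoproterenol or metaproterenol; nearly all actives have a fitted effect of over 65% in size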
Target sequence (P07550 whole entry, looked up): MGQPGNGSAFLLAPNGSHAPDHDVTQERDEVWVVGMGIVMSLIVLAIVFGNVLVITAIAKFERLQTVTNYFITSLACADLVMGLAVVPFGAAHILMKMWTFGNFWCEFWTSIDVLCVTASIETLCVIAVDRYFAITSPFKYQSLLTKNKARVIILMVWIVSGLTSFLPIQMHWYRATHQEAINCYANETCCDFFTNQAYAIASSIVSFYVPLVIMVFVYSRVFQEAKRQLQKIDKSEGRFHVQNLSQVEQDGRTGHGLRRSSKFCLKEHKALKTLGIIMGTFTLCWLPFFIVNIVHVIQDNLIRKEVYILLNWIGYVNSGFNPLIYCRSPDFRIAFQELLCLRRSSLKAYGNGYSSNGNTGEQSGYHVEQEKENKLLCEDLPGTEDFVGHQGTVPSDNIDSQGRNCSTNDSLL
TCR activator: activates T cell receptor signaling; primary human leukocytes, anti-CD3, IL-2 HTRF, 48 h; Potency, µM (doses to about 9.22 µM), inactives show top-dose activation of IL-2 secretion, hits mostly activators; 330,000 tested, under 10 active; note: % of control where 0% means no effect
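48 hr co-incubation of compounds, a-CD3 beads and primary human leukocytes; IL-2 quantified homogeneously by HTRF with anti-IL-2 K and d2 conjugates.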
p53 reactivator: mutant p53 re-activation in reporter cells | Potency, µM (titrated, usually from 92.2 µM), for inactives: top-dose activity change, positive = activation, hits mostly activators | H1299 p53-A138V BP100-luciferase reporter, luminescence, 24 h | AID 504706 | hit rate 0.063% among 320,000; note: potency is the fitted concentration of half-maximal effect; % of control where 0% means no effect; nearly all actives have a fitted effect of over 45% in size
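p53-null H1299 cells stably carrying temperature-sensitive p53-A138V and a BP100-luciferase reporter were pinned with compounds (4-point, 1:5 series) and held 24 hrs at 37 deg C. Luminescence was read 10 min after detection reagent.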
TSG101-PTAP inh: blocks PTAP/TSG101 interaction to inhibit HIV-1 budding; Fluorescence polarization, FITC-PTAP peptide / Tsg101 binding; Potency, µM (series often up to 115 µM), inactives show at the highest dose activity change, negative = inhibition, usual class: inhibitors; 340,000 tested, under 10 active; AID 493005; active = well fitted inhibition curve with a large enough effect in the main read-out, with a control signal flat, not every such curve was filed as active; inconclusive = small, poorly fitted or top-dose-only effect, or effect the other way, or a change in a side signal; inactive = no such curve, though single readings can be large or run the other way; note: potency is the fitted concentration of half-maximal effect; % of control where 0% means no effect
Target sequence (Q99816 whole entry, looked up): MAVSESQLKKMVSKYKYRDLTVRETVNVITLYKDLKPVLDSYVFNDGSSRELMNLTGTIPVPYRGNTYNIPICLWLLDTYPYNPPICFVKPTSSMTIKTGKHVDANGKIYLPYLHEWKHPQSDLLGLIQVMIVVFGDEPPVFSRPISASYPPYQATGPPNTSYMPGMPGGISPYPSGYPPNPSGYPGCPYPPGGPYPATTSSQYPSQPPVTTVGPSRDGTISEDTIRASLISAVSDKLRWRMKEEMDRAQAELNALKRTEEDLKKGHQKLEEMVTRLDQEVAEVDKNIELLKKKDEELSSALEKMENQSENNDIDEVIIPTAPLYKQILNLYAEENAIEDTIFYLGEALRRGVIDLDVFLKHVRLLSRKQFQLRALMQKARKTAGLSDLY
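Tsg101 binding domain (10 uM final) was mixed with compound and a FITC-labeled PTAP peptide (50 nM final) in HEPES pH 7.5 buffer with NaCl, Tween 20, EDTA and TCEP; fluorescence polarization was read after 20 min at r.t.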
MLL CXXC-DNA inh: blocks binding of human MLL CXXC domain to DNA. MLL-CXXC / FITC-HOXA9 DNA fluorescence polarization. Potency, µM (series often up to 115 µM), for the others: at the highest dose activity change, negative = inhibition, usual class: inhibitors. hit rate 0.037% among 290,000. AID 2662; active = well fitted inhibition curve with a large enough effect in the polarisation, with a control signal flat, not every such curve was filed as active; inconclusive = small, poorly fitted or top-dose-only effect, or effect the other way, or a change in a side signal; inactive = no such curve, though single readings can be large or run the other way; the % refers to the polarisation; note: potency is the fitted concentration of half-maximal effect
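Steps: dispense CXXC domain solution (7 uM) → pin compounds or unlabeled HOX-A9 DNA control → 5 min ambient → add FLSN-HOX-A9 solution (50 nM) → spin → 30 min ambient → fluorescence polarization. Tris pH 7.5/NaCl/DTT/BSA buffer.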
AT treatment: potential ataxia-telangiectasia treatment. […] A-T fibroblasts, KAP-1 phosphorylation AlphaLISA; neocarzinostatin DNA damage 30 min before lysis. Potency, µM (top dose mostly 57.5 µM), without a hit: at the top dose activation, usual class: activators. hit rate 0.19% among 320,000; note: potency is the fitted concentration of half-maximal effect; % of control where 0% means no effect; nearly all actives have a fitted effect of over 45% in size
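ATM-like activity read as KAP-1 phosphorylation via AlphaLISA donor/acceptor antibody pairs after lysis and 6 hr at 25C. Cells were ATM-null patient fibroblasts ([…], hTERT), dosed 60 min, then exposed to the DSB inducer NCS for 30 min.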
BRCA1 expr up: activators of BRCA1 expression. MCF7-BRCA1-FFLuc reporter, luminescence, 48 h; response scale: scaled: vehicle 0%, 10 µM genistein 100%. Potency, µM (top dose mostly 46.1 µM), for inactives: top-dose activation, actives largely listed as activators. hit rate 1.1% among 380,000; note: potency is the fitted concentration of half-maximal effect; nearly all actives have a fitted effect of over 80% in size; some results filed as inactive show a strong effect at the top dose
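Luminescence from a BRCA1-driven firefly luciferase in MCF7 cells was the read-out, taken 15 min after substrate addition following 48 h compound exposure at 37 °C. Data were normalized to a 10 microM genistein control and DMSO vehicle.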
* marks the source's active call; other numbers are inactive results; ? = inconclusive; nt = no result given; & = joins results of further samples; [ ] = dose if it differs, or a comment. Unless noted, calls come from the whole dose curve; as a rule, active = well fitted curve in the direction sought with a large enough effect; inconclusive = small, poorly fitted or top-dose-only effect, or another doubt; inactive = no such curve, though single readings can be large; an effect the other way counts as inactive or inconclusive.

Structure	ELG1 DNA repair	a7 integrin act	TRPV1 ag	B2AR arrestin	TCR activator	p53 reactivator	TSG101-PTAP inh	MLL CXXC-DNA inh	AT treatment	BRCA1 expr up
CCCCn1c(O)c(/C=N/N2CCOCC2)c(=O)[nH]c1=S	-5%	23%	3	0.2%	-1%	0%	0%	-4%	1%	-24%
CCN1c2nc3ccccn3c(=O)c2CC2(C(=O)N(C)C(=O)N(C)C2=O)C1C (stereo unspecified)	1%	0%	-3	0.3%	-33%[inhibitor][46.1 µM]	0%	-9%	6%	0%	2%
CCCCC/C(=N/O)c1c(C)[nH]c2ccccc12	-18%	-7%	13	-0.8%	-4%	1%	2%	-2%	2%	-5%
NC(C(=O)O)c1cc(=O)[nH]o1 (stereo unspecified)	2%	nt	-4	-1.8%	6%	1%	0%	-3%	21%	18%
O=C(COc1ccccc1F)N1CCN(CCN2C(=O)c3cccc4cccc(c34)C2=O)CC1	?	0%	-6	0.0%	nt	16%	-4%	5%	-5%	-1%
O=C(O)CNC1c2ccccc2CSc2ccccc21 (stereo unspecified)	nt	?	nt	nt	-5%	nt	2%	nt	nt	5%
COc1ccc(OCC#CCN2CCNCC2)cc1	?	24%	-2	0.2%	3%	17%	-6%	8%	1%	43%
NCC(CC(=O)O)C1CCCCC1 (stereo unspecified)	0%	-23%[7.66 µM]	4	-0.2%	nt	3%	1%	-1%	-8%	0%
CC1Oc2cc3c(-c4c(O)cc(O)c5c(O)c6c(cc45)OC(C)C(C)C6=O)c(O)cc(O)c3c(O)c2C(=O)C1C (stereo unspecified)	6.5µM*	-49%	-3	-0.1%	1%	-9%	-5%	15%	-12%	-76%
COc1ccc(NC2CC(=O)N(C(C)C)C2=O)cc1 (stereo unspecified)	?	-4%	7	2.2%	4%	1%	-2%	-10%	-7%	?
C#CCOc1ccc2c(c1)c(C(C)=O)c(C)n2Cc1ccccc1	21µM*	8%	0	-0.1%	2%	-4%	2%	-9%	11%	-2%
CC1=C(O)C(=O)C=C2C1=CC=C1C2(C)CCC2(C)C3CC(C)(C(=O)O)CCC3(C)CCC12C (stereo unspecified)	nt	-57%[inhibitor]	nt	nt	2%	nt	-4%	nt	nt	-89%
Cc1ccc(Cn2ccccc2=N)cc1	1%	?	-3	-0.9%	-4%	-7%	-1%	11%	5%	2%
COc1cc2c(cc1OC)-c1c(OC)c(OC)cc3c1C(C2)N(C)CC3 (stereo unspecified)	?	-12%	0	0.1%	7%	-6%	-9%	-1%	15%	-18%
Cn1c(O)c(C=NCCOc2ccc(Cl)cc2)c(=O)n(C)c1=O	-24%	-18%	0	0.4%	5%	3%	-8%	-1%	-1%	0%
Cc1ccc(N(C)C(=O)Oc2cccc3ccc(C)nc23)cc1	18%	6%	12	-0.9%	4%	-4%	-3%	0%	1%	-13%
CC(=O)Nc1cc(C(=O)N2CCC3(CC2)OCCO3)ccc1Sc1ccc(F)cc1	-8%	?	2	-1.1%	4%	-2%	-8%	0%	3%	15%
Cc1ccc(OCC(=O)N2CCN(Cc3ccc4c(c3)OCO4)CC2)cc1C	-10%	?	?	0.1%	7%	-1%	2%	-7%	-5%	0%
CCOc1cc(/C=C2\C(=O)NC(=O)N(CCc3ccc(F)cc3)C2=O)ccc1O	13%	20%	-5	-0.6%	1%	1%	-10%	-21%	29%	3%
COC(=O)C1=C(c2ccc(C(C)=O)cc2)C[C@@H]2CC[C@H]1N2C(=O)NCc1ccc2c(c1)OCO2	23%	32%	-3	-0.5%	-6%	11%	-3%	nt	7%	-4%

Complete entries, quoted from the list. Screens in order: ELG1 DNA repair	a7 integrin act	TRPV1 ag	B2AR arrestin	TCR activator	p53 reactivator	TSG101-PTAP inh	MLL CXXC-DNA inh	AT treatment	BRCA1 expr up
COC(=O)C1=C(c2ccc(C(C)=O)cc2)C[C@@H]2CC[C@H]1N2C(=O)NCc1ccc2c(c1)OCO2 in the list: 23%	32%	-3	-0.5%	-6%	11%	-3%	nt	7%	-4%
CCCCC/C(=N/O)c1c(C)[nH]c2ccccc12 in the list: -18%	-7%	13	-0.8%	-4%	1%	2%	-2%	2%	-5%
NCC(CC(=O)O)C1CCCCC1 (stereo unspecified) in the list: 0%	-23%[7.66 µM]	4	-0.2%	nt	3%	1%	-1%	-8%	0%
COc1ccc(NC2CC(=O)N(C(C)C)C2=O)cc1 (stereo unspecified) in the list: ?	-4%	7	2.2%	4%	1%	-2%	-10%	-7%	?
CC(=O)Nc1cc(C(=O)N2CCC3(CC2)OCCO3)ccc1Sc1ccc(F)cc1 in the list: -8%	?	2	-1.1%	4%	-2%	-8%	0%	3%	15%

Following part
Structure	ELG1 DNA repair	a7 integrin act	TRPV1 ag	B2AR arrestin	TCR activator	p53 reactivator	TSG101-PTAP inh	MLL CXXC-DNA inh	AT treatment	BRCA1 expr up
O=C(/C=C/c1ccccc1)NC(=S)N1C[C@H]2C[C@H](C1)c1cccc(=O)n1C2	19%	1%	0	-0.7%	-2%	7%	-2%	1%	-1%	10%
COc1ccccc1N=Nc1c(O)[nH]c(=S)[nH]c1=O	11%	9%	0	-0.5%	-1%	13%	21%	77%[activator]	-3%	73%
Cc1ccc(C(=O)N/C(=C\Cl)P(=O)(c2ccccc2)c2ccccc2)cc1	-5%	-5%	0	-0.5%	-4%[46.1 µM]	-15%	-1%	8%	2%	-5%
CCOC(=O)C1(c2ccccc2)Oc2ccccc2C(c2ccc(OC)cc2)=C1C(=O)OC (stereo unspecified)	8%	-17%	nt	-0.6%	10%[46.1 µM]	9%	-2%	nt	13%	-26%
CCCCCCC(C)(C)c1ccc([C@@H]2C[C@H](O)CC[C@H]2CCCO)c(O)c1	-21%	nt	1	-0.3%	5%	-15%	-3%	-1%	-1%	9%&-69%
CSc1ncc(/C=C2/C(=O)NC(=O)N(C)C2=O)cn1	0%	24%	-4	-0.7%	0%	-21%	2%	-16%	-3%	-6%
Cc1ccc(-c2cc(C(F)F)n3ncc(C(=O)N4CCC5(CC4)OCCO5)c3n2)cc1	18µM*	-38%[7.66 µM]	?	-0.3%	nt	1%	-4%	-2%	-1%	-16%
CCCCCOc1ccc(C)cc1CN(CCCl)CCCl	?	-64%[inhibitor]	9	6.1%	0%	-2%	-6%	3%	10%	-35%
O=C(Nc1ccc(Cl)cc1)OC1CN2CCC1CC2 (stereo unspecified)	?	-21%	14	-0.8%	-2%	-4%	-1%	-1%	3%	nt
COc1ccc2nc(NC(=O)CCc3nc(C4=CCN(C)CC4)no3)sc2c1	3%	0%	-2	-0.2%	-2%	1%	-8%	7%	0%	71%
Cc1ccc(-c2cc(-c3ccc(C)cc3)[n+](-c3ccc(C(=O)[O-])cc3)c(-c3ccc(C)cc3)c2)cc1	?	2%	11	0.5%	6%	20%	-1%	nt	20%	17%
O=C(Cc1ccccc1)OCCN1CCCCC1	-13%	10%	-2	0.6%	1%	0%	-7%	0%	3%	28%
CC1=Nc2ccccc2/C1=C/c1c(O)[nH]c(=O)[nH]c1=O	8%	-32%	-1	0.1%	-1%	3%	2%	?	1%	-28%
CCN1C[C@]2(COC)CC[C@H](O)[C@@]34C5C[C@H]6[C@H](O)C5[C@](O)(C[C@H]6OC)[C@@H]([C@H](OC)C23)[C@@H]14 (stereo partly specified)	nt	5%	nt	nt	-3%	nt	2%	nt	nt	0%
COC(=O)C1=C(c2ccc(F)cc2F)C[C@@H]2CC[C@H]1N2C(=O)NCC1CC1	16%	21%	11	0.0%	-2%	2%	-3%	nt	-2%	-19%
CCOP(=S)(OCC)SCC(=O)NC(C)(CC)C(=O)O (stereo unspecified)	21%	-22%	6	0.3%	nt	1%	-5%	4%	nt	-31%
COc1cc2c(cc1OC)C1[C@H]3C(=CC[C@H]1OC2O)CCN3C (stereo partly specified)	15%	22%	nt	8.0%	-3%	5%	0%	nt	-2%	1%
C[C@]12CC[C@H](O)CC1=CCC1C2CC[C@@]2(C)C1C[C@@H]1CC(=O)O[C@@H]12 (stereo partly specified)	?	9%	nt	-0.4%	-4%	-6%	-7%	nt	2%	-30%
O=C(c1ccccc1)c1cn(CC(=O)N2CCCC2)c2ccccc12	7%	-13%	nt	0.3%	-3%	-1%	1%	-8%	24%	-5%
Cc1ccccc1N1C(=O)NC(=O)/C(=C\c2cnn(-c3ccccc3)c2)C1=O	?	-22%	3	-1.1%	2%[46.1 µM]	3%	-3%	-12%	-10%	15%
O=C1CNC(c2ccccc2Cl)c2cc(Br)ccc2N1 (stereo unspecified)	-2%	28%	4	-0.8%	-16%	nt	0%	-8%	2%	-26%

These rows are one share of the data; the hit share may differ from the screen's.
